NSD2 inh: NSD2 (human) methyltransferase inhibition; O96028; NSD2 peptide methylation, AlphaScreen, 120 min; inhibition, % at 12.5 µM; actives 0.54% (n = 310,000); in the data active means inhibition above about 50%
SR-BI DiI inh: mouse SR-BI HDL lipid transfer inhibition; Q61009; ldlA[mSR-BI] CHO cells, DiI-HDL uptake fluorescence, 3 h; inhibition, % at 12.5 µM; actives 0.96% (n = 320,000); AID 488896;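 active means mean replicate inhibition of at least 70% and a set share of replicates each scoring 70 or more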;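 further: 0% = median of neutral control wells and 100% = median of positive control wells; values of inactives mirror those of a sister screen read the other way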
Target sequence (Q61009 whole entry, looked up): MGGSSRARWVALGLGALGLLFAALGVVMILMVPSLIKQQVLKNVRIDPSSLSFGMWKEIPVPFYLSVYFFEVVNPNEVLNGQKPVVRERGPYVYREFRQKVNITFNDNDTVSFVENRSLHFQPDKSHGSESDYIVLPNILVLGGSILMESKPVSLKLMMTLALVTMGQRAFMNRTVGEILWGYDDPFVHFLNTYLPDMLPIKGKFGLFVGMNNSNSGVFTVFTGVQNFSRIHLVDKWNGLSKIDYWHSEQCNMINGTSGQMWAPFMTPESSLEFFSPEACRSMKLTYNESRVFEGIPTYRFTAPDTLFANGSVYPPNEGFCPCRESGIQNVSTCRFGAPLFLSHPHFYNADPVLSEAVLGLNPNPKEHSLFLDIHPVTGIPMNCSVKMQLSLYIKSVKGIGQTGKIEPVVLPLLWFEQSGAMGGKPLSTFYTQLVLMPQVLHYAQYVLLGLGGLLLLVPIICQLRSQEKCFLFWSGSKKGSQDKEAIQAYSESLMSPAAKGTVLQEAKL
PvdQ acylase: P. aeruginosa PvdQ acylase inhibition; actives 0.063% (n = 340,000); inhibition, % at 10 µM; purified PvdQ acylase, fluorescence plate reader; AID 488965; in the data active means inhibition above about 30%, passing the limit was not always enough;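 further: 0% = vehicle neutral wells and 100% = reference inhibitor wells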
HTR5A inv ag: counter-screen for OPRM1-OPRD1 inverse agonists: human HTR5A inverse agonism. P47898. HTR5A cell line, luminescence. inhibition, % at 9.3 µM. actives 0.083% (n = 340,000). AID 504634; in the data active means inhibition mostly above about 23%, no sharp cut-off; inactive means mostly below about 18%;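 further: 0% = cells with DMSO and 100% = no-cell wells with DMSO; some compounds called inactive have numbers as strong as hits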
Target sequence (P47898 whole entry, looked up): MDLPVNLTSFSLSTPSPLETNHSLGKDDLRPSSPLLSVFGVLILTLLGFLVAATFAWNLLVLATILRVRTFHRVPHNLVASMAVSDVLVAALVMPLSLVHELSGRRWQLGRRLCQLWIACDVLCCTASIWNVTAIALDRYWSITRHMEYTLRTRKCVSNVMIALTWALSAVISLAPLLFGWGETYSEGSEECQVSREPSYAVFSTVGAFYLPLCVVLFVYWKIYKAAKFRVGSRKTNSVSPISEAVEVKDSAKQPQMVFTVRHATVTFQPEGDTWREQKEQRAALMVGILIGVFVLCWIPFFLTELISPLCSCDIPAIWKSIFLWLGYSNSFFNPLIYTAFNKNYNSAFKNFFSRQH
HTR5A ag: HTR5A agonism, opioid heterodimer counter-screen; P47898; HTR5A agonist assay, luminescence, cell-based; activation, % at 9.3 µM; actives 0.61% (n = 340,000); in the data active means activation mostly above about 9.5%, no sharp cut-off; inactive means mostly below about 7.6%;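 further: 0% = cells with vehicle only and 100% = reference agonist; strong numbers were not always called active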
dFosB activator: activators of mouse delta FosB homodimer. P13346. purified delta FosB, TAMRA-CDK5 oligo fluorescence polarization; percent of positive-control signal above neutral wells. activation, % at 25 µM. actives 0.99% (n = 340,000). AID 493131;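 active means mean activation above about 17%, with every replicate also reaching it, limit read from the data, passing the limit was not always enough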;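 further: fluorescence polarization rise as delta FosB binds a TAMRA Cdk5 AP-1 oligo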
CDK5 inh: CDK5/p35 (human) kinase inhibition; Q00535+Q15078; Recombinant CDK5/p35, ADP-Glo luminescence, 60 min; actives 0.01% (n = 330,000); inhibition, % at 10 µM;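 active means highest replicate inhibition of at least 50% and at least 75% of replicates reaching 50%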;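 further: plate controls were DMSO neutral control for no effect and GW8510 at 10 µM for full effect; many of its hits are not listed in these tables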
V-ATPase pH: yeast V-ATPase proton transport regulation by pHLuorin. S. cerevisiae, pHLuorin cytosolic pH fluorescence. response, % at 10 µM. actives 0.37% (n = 350,000). AID 504577; in the data active means response mostly above about 7.3%, no sharp cut-off; inactive means mostly below about 5.4%; further: actives read high; inactives centre near 0; some compounds called inactive have numbers as strong as hits; reference of the scale not given here
Wnt act: activators of Wnt/beta-catenin signaling; Wnt/beta-catenin reporter cell assay, activator, plate reader; activation, % at 9.35 µM; actives 1.2% (n = 300,000); in the data active means activation above about 30%, passing the limit was not always enough;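 further: 0% = neutral control wells and 100% = positive control wells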
MITF act: activators of MITF-driven TRPM1 promoter activity in SK-MEL-5 cells; activation, % at 12.5 µM; SK-MEL-5 TRPM1-promoter luciferase, 24 h; % of positive control, neutral wells = 0; actives 0.75% (n = 300,000); AID 588334;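 active means mean activation of at least 80% with every replicate also reaching 80%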;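 further: 0% = neutral control wells and 100% = parthenolide positive control wells; values of inactives mirror those of a sister screen read the other way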
Starred values were filed as active, the others as inactive; nt = not tested or not shown. Not a hit list; 5% or so of the library scored in one or more.

SMILES | NSD2 inh | SR-BI DiI inh | PvdQ acylase | HTR5A inv ag | HTR5A ag | dFosB activator | CDK5 inh | V-ATPase pH | Wnt act | MITF act
CCN1C(=O)C(=O)c2cc(C)ccc21 | nt | -6 | -7 | 13 | 7 | -9 | -0.9 | 1 | -11 | 1
Cc1ccc(C(=O)NNC(=O)C2CC2)cc1Br | 1 | 0 | -2 | 6 | -3 | 4 | -0.2 | -2 | 5 | 2
Cc1ccc(/C=N/n2c(C3CCCCC3)n[nH]c2=S)cc1 | -2 | 23 | -9 | 23 | -6 | -5 | 1.4 | 2 | 0 | nt
CCOc1ccc(N2CC(C(=O)N/N=C/c3sccc3C)CC2=O)cc1 (stereo not drawn) | 0 | 52 | -2 | 3 | -3 | -10 | -0.5 | -4 | 0 | nt
COc1ccc(C2/C(=C(/O)c3ccc4c(c3)CC(C)O4)C(=O)C(=O)N2CCN2CCOCC2)cc1 (stereo not drawn) | -5 | -16 | 8 | 0 | 0 | 0 | 0.6 | -5 | nt | -3
NC1=C(c2ccc(F)cc2)C(=O)CS1 | 1 | 26 | -10 | -8 | -1 | -8 | 0.4 | -1 | nt | 0
O=C(CSc1n[nH]c(-c2ccco2)n1)Nc1ccccc1 | 15 | -8 | -5 | 13 | -4 | -4 | 1.7 | 1 | -2 | -9
CCc1ccccc1Nc1ccc(C(=O)O)cc1N | 5 | -16 | -8 | 3 | 3 | -7 | 0.3 | 8 | 3 | nt
O=C(Nc1ccc(F)cc1)N1CCn2c(nc3ccccc32)C1 | 2 | -40 | -13 | nt | nt | 5 | -1.1 | -2 | -4 | 6
O=c1c2ccccc2cnn1Cc1n[nH]c(=S)n1-c1ccccc1 | -1 | nt | 9 | 0 | 0 | -6 | -1.0 | 0 | 0 | 2
CCOC(=O)C1=C(COC(=O)C2CC(=O)N(CCc3ccccc3)C2)NC(=O)NC1C (stereo not drawn) | -1 | 12 | -13 | -19 | -1 | -5 | 0.1 | -2 | -3 | 4
Cc1cccc2sc(NC(=O)c3cccc(S(=O)(=O)N4CCc5ccccc54)c3)nc12 | -1 | 68 | -1 | -13 | 8 | 9 | -2.0 | -2 | nt | -10
Cc1ccccc1-n1c(SCC(=O)N/N=C/c2sccc2C)nc2ccccc2c1=O | -3 | -14 | -20 | -5 | 2 | -6 | 0.5 | -2 | nt | 5
CC(=O)N1C[C@H]2CON(C)[C@H]2C[C@H]1c1cccc(-c2ccccc2C)c1 | nt | 15 | 0 | 7 | -2 | -6 | -3.9 | -1 | -1 | 1
CC(C)Cn1c(N)c(C(=O)COC(=O)c2cc3ccccc3cc2O)c(=O)n(C)c1=O | -2 | 48 | -9 | -19 | 4 | -5 | -1.1 | -7 | -4 | -3
CCc1sc(C(=O)NNC(=O)c2cncc(Br)c2)cc1C | -3 | 0 | -8 | 0 | 2 | -7 | -0.1 | -2 | -1 | -9
C=CCc1cccc(CNc2ccc(Br)cc2)c1O | 3 | 0 | 2 | -1 | 3 | -6 | -0.2 | 3 | 3 | 12
CC(Oc1ccc(F)cc1)C(=O)Nc1ccccc1C(=O)NC1CC1 (stereo not drawn) | 4 | -14 | -8 | -8 | 3 | -13 | 1.4 | 5 | -1 | 2
CC(C)CN(CC(C)C)C(=O)c1cc(S(=O)(=O)N2CCCCC2)c[nH]1 | 5 | -14 | -10 | 25 | -2 | -5 | nt | -4 | -4 | -2
COc1ccc(C2NC(=O)NC(C)=C2C(=O)Nc2cccc(C)c2C)cc1 (stereo not drawn) | nt | -2 | -11 | -10 | 4 | -7 | -0.4 | -3 | -2 | 24
CC(OC(=O)c1cc(=O)c2cc(Cl)ccc2o1)C(=O)N1CCCC1 (stereo not drawn) | -2 | -26 | -11 | -15 | 6 | 2 | -0.6 | 3 | 0 | 0
O=C(Nc1ccccc1N1CCOCC1)c1ccc2c(c1)C(=O)N(Cc1ccncc1)C2=O | 4 | 16 | 23 | -14 | 12 | 3 | -0.6 | 6 | -3 | -3
CCNC(=S)N/N=C/c1cccc(/C=N/NC(=S)NCC)c1 | 1 | -5 | -8 | -10 | 4 | 4 | 1.4 | -2 | -2 | 3
Cn1nnc2c(sc3nc(N4CCOCC4)c4c(c32)CCCC4)c1=O | nt | 48 | -4 | 19 | -5 | -8 | 1.5 | -4 | nt | nt
O=C(COC(=O)c1cnccn1)Nc1c(Cl)cc(Cl)cc1Cl | 0 | -15 | 1 | -3 | 5 | -5 | -0.4 | -3 | 1 | 9
Nc1c(S(=O)(=O)c2ccccc2)c2nc3ccccc3nc2n1C1CC1 | nt | -7 | -3 | 11 | -3 | 4 | -0.2 | 0 | 0 | 5
Cc1ccc(S(=O)(=O)NCCc2nnc3ccc(SCc4cccnc4)nn23)cc1 | -1 | -16 | -2 | -31 | 1 | -6 | -1.6 | 0 | 0 | 10
O=C(C1CCCN(c2ncnc3c2nc2n3CCCCC2)C1)N1CCN(c2ccc(Cl)cc2)CC1 (stereo not drawn) | 16 | 9 | -8 | -6 | 2 | -13 | nt | -1 | -4 | 3
Cn1c(=S)c2[nH]c(SCCC(C)(C)C)nc2n(C)c1=O | 0 | 6 | 11 | 7 | -2 | -3 | 1.5 | 12 | -2 | -1
COCCNc1nc(=S)[nH]c2cc(OC)c(OC)cc12 | 2 | 2 | 1 | -3 | 3 | -3 | -1.1 | 1 | -1 | -14
Cc1ccc(NC(=O)CO/N=C/c2ccccc2C)c(C)c1 | -3 | -11 | -5 | 4 | 7 | 1 | -0.2 | -2 | -1 | -2
c1ccc2c(c1)CCc1snnc1-2 | 0 | -5 | -5 | -7 | 2 | 1 | 0.4 | -3 | 4 | 3
CCn1c(COc2ccc(Cl)cc2)nnc1SCc1nc2ccccc2[nH]1 | 1 | -19 | -15 | -20 | 1 | -19 | -2.0 | -4 | nt | -10
COCCNC(=O)c1ccccc1NC(=O)Cc1ccccc1[N+](=O)[O-] | 1 | 3 | -1 | -10 | -2 | 3 | 0.6 | 0 | -2 | 10
O=C(CCN1C(=O)C2C3CCC(C3)C2C1=O)Nc1cccc(Cl)c1 (stereo not drawn) | 10 | -7 | -1 | -22 | 2 | -2 | -0.5 | 3 | 0 | -3
O=C(NCCS(=O)(=O)c1ccc(Br)cc1)c1ccccc1Cl | -2 | 11 | 3 | 7 | 0 | -3 | 0.9 | -3 | 3 | 12
Cc1csc(NC(=O)CSc2nnc(-c3ccoc3C)n2C(C)c2ccccc2)n1 (stereo not drawn) | nt | 12 | -8 | 0 | 0 | -12 | -1.3 | -2 | -2 | -5
COc1ccc(C(CNC(=O)c2cccc(S(=O)(=O)NCc3ccccc3)c2)N2CCOCC2)cc1 (stereo not drawn) | 3 | 9 | 8 | -3 | 1 | -3 | 0.3 | 0 | -4 | 3
CCOCCCn1c(-c2ccc(Cl)cc2)n[nH]c1=S | 1 | -21 | -9 | -6 | 2 | -2 | 1.7 | -2 | nt | nt
COc1ccc(Cl)cc1NC(=O)[C@@H]1CCCN1C(=O)c1cccs1 | -1 | -6 | 0 | -8 | 2 | 1 | 0.1 | 0 | nt | -21
COc1ccc(OC)c(NC(=O)C(C)SCc2nc3sc(C)c(C)c3c(=O)[nH]2)c1 (stereo not drawn) | 4 | -5 | 6 | -22 | 9 | -1 | 1.5 | 9 | 3 | 2
CC(=O)n1c2c(c3ccccc31)OC(N)=C(C#N)C2c1cccc(Cl)c1Cl (stereo not drawn) | 0 | 24 | -1 | -2 | 1 | 7 | 1.7 | 1 | -4 | -32
CCC1CCCCN1CCCNC(=O)c1c(O)nc2c(C)cccn2c1=O (stereo not drawn) | 0 | -1 | -1 | 14 | -2 | -10 | 0.3 | 6 | 2 | 1
Cc1c(C)n2c(SCC(=O)NC3CCCCC3)nnc2[nH]c1=O | -5 | 9 | -12 | 13 | 3 | 5 | 0.0 | 0 | -2 | 7
COC(=O)C(C)Oc1cc(C)ccc1COc1ccc(-n2nc(C)n(C(F)F)c2=O)cc1 (stereo not drawn) | 1 | 13 | -13 | -7 | 4 | -3 | -5.1 | -2 | 0 | nt
CC(=O)CSc1nc2ccc(Nc3nc(N4CCOCC4)nc(N4CCOCC4)n3)cc2s1 | 1 | 53 | 7 | 1 | 0 | -5 | -0.1 | -3 | -12 | 6
CCOc1cc(/C=N/NC(=O)c2cccnc2)ccc1OCC(N)=O | 0 | -7 | 4 | 1 | 0 | -1 | -0.3 | 1 | -1 | -7
Cc1cc(C)n2nc(SCC(=O)N(C)C)nc2n1 | -3 | -12 | -7 | -5 | 2 | 3 | 0.2 | -2 | nt | 6
O=C(CSc1nc(O)cc(=O)n1-c1ccccc1)Nc1ccc(Br)cn1 | 3 | nt | 8 | 0 | 0 | -4 | -1.4 | 0 | -2 | 10
CC1(C)NC(=O)N(CC(=O)OCC(=O)Nc2cccc(F)c2)C1=O | -1 | -10 | -12 | 5 | -2 | 3 | -1.1 | 4 | nt | nt
C=CCn1c(SCC(=O)NC2CC2)nc2ccccc2c1=O | 0 | -3 | -12 | 1 | 0 | -4 | -1.5 | 1 | 2 | 6
C/C=C(\C)C(=O)O[C@@H]([C@H](O)c1cc2ccc(=O)oc2cc1OC)C(C)(C)O | nt | -15 | -11 | 6 | 5 | -1 | -0.1 | -2 | -2 | 8
COc1ccc2[nH]c(=O)c(CN(CC3CCCO3)S(=O)(=O)c3ccccc3F)cc2c1 (stereo not drawn) | 8 | -4 | 6 | 4 | 6 | -12 | 1.3 | 1 | 1 | -7
COc1ccc(NC(=O)c2c(N)cnn2C)cc1 | 5 | 3 | 17 | 12 | -3 | 2 | 0.5 | -4 | 3 | nt
CC(=O)N1CC(=O)N(Cc2ccccc2)/C(=C/c2ccccc2)C1=O | -1 | 2 | 4 | 7 | -3 | -2 | -1.9 | 0 | -10 | 8
CN(C(=O)c1ccc(S(=O)(=O)N2CCOCC2)cc1)C1CCS(=O)(=O)C1 (stereo not drawn) | -2 | -7 | -7 | -10 | -3 | 0 | -0.5 | -2 | 0 | -9
S=C(Nc1ccc2nsnc2c1)N1CCCC1 | 141* | -13 | -9 | 0 | 0 | 7 | 0.1 | -3 | 10 | 53
COc1ccc(CCNc2nc(-c3ccccn3)cs2)cc1OC | 0 | nt | -18 | -15 | 3 | -3 | -0.7 | 4 | 8 | 4
CCCC(=O)NC(=S)Nc1ccccc1F | 1 | nt | 3 | 5 | -2 | -3 | -0.7 | 2 | 0 | 6
CCOC(=O)c1[nH]c2ccc(OCC)cc2c1NC(=O)CN1CCCC(C)C1 (stereo not drawn) | -1 | 10 | -6 | 14 | -2 | -14 | -2.5 | 0 | nt | 10
CC1CCCC(C)N1C(=O)COC(=O)c1ccco1 (stereo not drawn) | 0 | -22 | -10 | 3 | -1 | 2 | -0.6 | 2 | 1 | 2

Complete entries from above.
Entry for CCCC(=O)NC(=S)Nc1ccccc1F = NSD2 inh = 1; SR-BI DiI inh = nt; PvdQ acylase = 3; HTR5A inv ag = 5; HTR5A ag = -2; dFosB activator = -3; CDK5 inh = -0.7; V-ATPase pH = 2; Wnt act = 0; MITF act = 6
Entry for CC1(C)NC(=O)N(CC(=O)OCC(=O)Nc2cccc(F)c2)C1=O = NSD2 inh = -1; SR-BI DiI inh = -10; PvdQ acylase = -12; HTR5A inv ag = 5; HTR5A ag = -2; dFosB activator = 3; CDK5 inh = -1.1; V-ATPase pH = 4; Wnt act = nt; MITF act = nt

Assay outcomes (PubChem BioAssay)
